# Bioassay records (PubChem BioAssay)
# mHTT CaM bind = inhibitors of human mutant huntingtin-calmodulin interaction | P42858 | AlphaScreen His-mHTT/GST-CaM binding, luminescence | inhibition, % at 15 µM | 3.6% of 190,000 active | AID 1671202;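 further: 0% = both proteins with DMSO and 100% = one protein alone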
# Pf apPOL inh = Pf-apPOL DNA polymerase inhibition. Recombinant Pf-apPOL, molecular beacon fluorescence, 1.5 h. inhibition, % at 10 µM. 0.25% of 210,000 active
# An asterisk follows results filed as active; i = inactive; · = no result given; & = joins results of further samples. No stated cut-off is given here; in the data, active means inhibition above about 50%; inactive means the rest.
SMILES,mHTT CaM bind,Pf apPOL inh
Cc1ccc(S(=O)(=O)N=S(Cc2ccccc2)Cc2ccccc2)cc1,·,-1
COc1ccc(NC(=O)CCCN2C(=O)c3cccnc3C2=O)c(OC)c1,18,-23
O=C(O)CCCC(=O)N1CCc2ccccc21,-9,-1
CCN(CC)CCNC(=O)CC1CCN(C(=O)c2ccccc2Cl)CC1,1,-5
Cc1cccc(NC(=O)N2CCCC(CCC(=O)NC3CCCCC3)C2)c1 (stereo not given),4,0
Cc1ccc(C(=O)N2CCC(C(=O)Nc3ccccc3F)CC2)cc1,1,-1
O=C1C(=O)N(Cc2cccnc2)C(c2ccccc2F)C1=C(O)c1ccccc1 (stereo not given),3,-1
CN1CCN(C(=O)C2C3C=CC(C3)C2C(=O)O)CC1 (stereo not given),-3,·
NS(=O)(=O)c1ccc(CCNC(=O)Cc2csc(NC(=O)c3cnccn3)n2)cc1,38,-1
O=C1OC(c2cc(F)c(F)cc2Cl)=N/C1=C\c1ccc2c(c1)OCO2,2,-4
COC(=O)NC1CCN(c2ccccc2C(=O)NC(C)C)CC1,-2,-3
CCN(CC)S(=O)(=O)c1ccc(-c2csc(=Nc3cccc(C)c3)n2CCCO)cc1,64*,0

# Part of the list above, with values under each structure.
# Second line of a record: mHTT CaM bind, Pf apPOL inh
> NS(=O)(=O)c1ccc(CCNC(=O)Cc2csc(NC(=O)c3cnccn3)n2)cc1
  38, -1
> O=C1OC(c2cc(F)c(F)cc2Cl)=N/C1=C\c1ccc2c(c1)OCO2
  2, -4
> COC(=O)NC1CCN(c2ccccc2C(=O)NC(C)C)CC1
  -2, -3
> CCN(CC)S(=O)(=O)c1ccc(-c2csc(=Nc3cccc(C)c3)n2CCCO)cc1
  64*, 0

# The results go on:
SMILES,mHTT CaM bind,Pf apPOL inh
CCOC(CNC(=S)NC12CC3CC(CC(C3)C1)C2)OCC,·,0
CC(C)(C1=NC(c2ccccc2)CO1)C1=NC(c2ccccc2)CO1 (stereo not given),6,·
COc1cc(NC(=O)c2ccc(C)o2)c(OC)cc1Cl,-1,2
CCC(=O)Nc1c(-c2ccc(F)c(F)c2)n[nH]c1CC,7,-2
OC1(c2ccccc2)CCC2C1CCC2(O)c1ccccc1 (stereo not given),·,3
O=C(NCCc1csc(C2CCN(C(=O)c3ccc(Cl)cc3)CC2)n1)C1CC1,15,5
COc1ccc(-c2cc3ccc(O)cc3oc2=O)cc1,-35,-18
Oc1ccc(NCc2cccs2)cc1,64*,0
Cc1oc(C(C)C)nc1C(=O)NCC1CCCO1 (stereo not given),15,4
CCOC(=O)c1c(N=Nc2ccccc2)c(-c2ccccc2)n2c1-c1cc(OC)c(OC)cc1CC2,·,-3&-1
COc1ccc(NC(=O)CC(C)C)cc1N1CCCC1=O,-10,-6
CC(C)C1C(=O)N(Cc2cn(CCC3OCCCO3)nn2)CCS(=O)(=O)N1Cc1ccc(-c2cccc(N(C)C)c2)cc1 (stereo not given),61*,-6
CC(C)N=C(NC#N)SCc1ccc(Br)cc1,-6,·
COc1cccc(-n2nc(C(=O)NCc3ccccn3)c3ccccc3c2=O)c1,13,-5
COc1ccc(NC(=O)Nc2ccc3c(c2)OCO3)cc1,13,-1
O=c1onc(-c2ccccc2)c2ccccc12,·,1&-2
Cc1ccc(NC(=O)/C=N/OC(=O)Nc2ccccc2)cc1,i,-2
O=C(Cc1cccc(Cl)c1)N1CCN(c2nc(CN3CCCCC3)cs2)CC1,47,5
O=C(NCc1cscn1)C1CCN(S(=O)(=O)c2cccc3nsnc23)CC1,6,-1
Fc1ccccc1C1CC(c2ccc(I)cc2)Nc2nnnn21 (stereo not given),11,-5
Cc1ccc(-n2nc3c(c2NC(=O)c2cccs2)CS(=O)(=O)C3)c(C)c1,2,-1
Cc1cccc(NC(=O)c2cnn3c2NC(c2ccco2)CC3C(F)(F)F)c1 (stereo not given),2,-2
CC(C)C(=O)Nc1ccc2c(c1)CN(Cc1ccccc1)C(=O)C(C)O2 (stereo not given),1,0
O=C(O)CC(CC(=O)O)c1ccccc1,-4,-3
CCOc1ccc2c(=O)c(Oc3ccccc3Br)c(C)oc2c1,-5,-4
COc1ccc(C(=O)Nc2c3c(nn2-c2ccccc2)CSC3)cc1,23,6
COc1ccc(Nc2nc(C)cc(C)c2C#N)cc1,-7,-7
CC(C)CNC(=O)c1cnc(-c2ccccc2)nc1N1CCSCC1,-2,-3
c1csc(C2=N[C@@H](c3cccs3)[C@@H](c3cccs3)N2)c1,-1,·
S=C(SCc1ncon1)N1CCSCC1,·,-24
CC1CCCCN1CCCNC(=O)c1cc2c(s1)CN(C1CCCC1)C2 (stereo not given),6,-2
Cc1nc2n(c(=O)c1C)CCN2CC(=O)NCc1ccco1,-5,-11
COc1ccc(NC(=O)C(=O)NC2CC2)cc1,4,-5
COc1cc(C2C(C#N)=C(C)NC3=C2C(=O)CC(c2ccccc2)C3)cc(OC)c1OC (stereo not given),16,7
COc1ccc(C(=O)ON=C2C=CC(=O)C=C2)c(OC)c1,5,9
CCC(C)(C(=O)NC1CCCCC1)N(C)C(=O)Cc1c[nH]c2ccccc12 (stereo not given),7,-2
O=C1CC(NCc2ccco2)C(=O)N1c1ccc(I)cc1 (stereo not given),-2,1
Cc1c(NC(=O)N2CCCCCC2)c(=O)n(-c2ccccc2)n1C,3,1
COc1ccc(NC(=O)CSc2nc(N)c(C#N)c(-c3ccc(F)cc3)c2C#N)cc1,8,1
CCc1ccc(C2CC(c3ccc(OC)cc3)Nc3nc(N)nn32)cc1 (stereo not given),16,-2
O=C(CC(c1ccccc1)c1ccccc1)N1CCN(c2ccccc2F)CC1,-4,-10
CCn1cc(-c2ccc(C)cc2)cc1C(=O)NCc1ccncc1,15,-22
Cc1c(C#N)c2nc3ccccc3n2c(=O)c1=Cc1c(O)n(-c2cc(Cl)cc(Cl)c2)[nH]c1=O,2,8
COCCN1C(=O)CCc2cc(NC(=O)c3ccc(C)cc3)ccc21,-2,-15
COc1ccc(NC(=O)C2CCN(c3cc(=O)n(C)c(=O)n3C)CC2)cc1Cl,38,1
O=C1CC(N(Cc2ccccc2)Cc2ccco2)C(=O)N1c1ccccc1 (stereo not given),-2,-1
CC(O)C(O)[C@H]1CNc2nc(N)[nH]c(=O)c2N1 (stereo not given in full),·,13
COc1cc(-c2nc3ccccn3c2N=Cc2cccc([N+](=O)[O-])c2O)ccc1O,20,4

# Individual results from above.
# In mHTT CaM bind, CCn1cc(-c2ccc(C)cc2)cc1C(=O)NCc1ccncc1 shows 15
# In Pf apPOL inh, CC(O)C(O)[C@H]1CNc2nc(N)[nH]c(=O)c2N1 (stereo not given in full) shows 13
# In Pf apPOL inh, COc1cc(-c2nc3ccccn3c2N=Cc2cccc([N+](=O)[O-])c2O)ccc1O shows 4

# A section from further up, as a working copy:
SMILES,mHTT CaM bind,Pf apPOL inh
O=C(O)CC(CC(=O)O)c1ccccc1,-4,-3
CCOc1ccc2c(=O)c(Oc3ccccc3Br)c(C)oc2c1,-5,-4
COc1ccc(C(=O)Nc2c3c(nn2-c2ccccc2)CSC3)cc1,23,6
COc1ccc(Nc2nc(C)cc(C)c2C#N)cc1,-7,-7
CC(C)CNC(=O)c1cnc(-c2ccccc2)nc1N1CCSCC1,-2,-3
c1csc(C2=N[C@@H](c3cccs3)[C@@H](c3cccs3)N2)c1,-1,·

# The list continues.
SMILES,mHTT CaM bind,Pf apPOL inh
Cc1oc(C2CCN(C(=O)c3ccc4c(c3)OCO4)CC2)nc1C(=O)N1CCCC1,-3,-3
CCCOc1ccc2c(=O)c(Oc3ccccc3)coc2c1,-4,4
COC(=O)c1ccc(NC(=O)C2CCCN(c3ncnc4c3nc3n4CCCCC3)C2)cc1 (stereo not given),17,-1
CC(C)CNC(=O)C(=O)NCC1COC2(CCCCC2)O1 (stereo not given),-3,2
Cc1ccc(S(=O)(=O)c2c(N)n(CCN3CCOCC3)c3nc4ccccc4nc23)cc1,16,-3
CC(C)OC(=O)COc1ccc2c(c1)OC(=Cc1cccc(Br)c1)C2=O,-8,3
COc1ccc(-c2nc3s/c(=C\C4=Cc5ccccc5OC4C)c(=O)n3n2)cc1 (stereo not given),8,2
Cc1nc(NCCNC(=O)c2sc(-c3ccccc3)nc2C)cc(N2CCOCC2)n1,-12,-14
O=C(O)c1cccnc1SC1CC(=O)N(c2cccc(C(F)(F)F)c2)C1=O (stereo not given),-7,-3
CSc1cccc(NC(=O)CN(C)S(=O)(=O)c2ccc(Br)cc2)c1,3,-1
Cc1cccc(-c2nc(C3CCN(S(=O)(=O)c4cccc(F)c4)CC3)no2)c1,-4,-3
COc1ccc(NC(=O)NCCNc2cc(-n3ccnc3C)ncn2)c(C)c1,-8,-5
Cn1ncc(N2CCCC(C(=O)NCc3ccc(Cl)cc3)C2)cc1=O (stereo not given),-2,2
O=C(Nc1c2c(nn1-c1ccc(Cl)cc1)CSC2)c1cc([N+](=O)[O-])ccc1Cl,2,-4
O=S(=O)(NCCSCc1ccccc1Cl)c1ccc2c(c1)OCCO2,-13,-7
COc1cc(C(C)=O)ccc1OCC(O)CNC1CCCCCC1 (stereo not given),-1,-12
Cn1c(C(=O)NCCN2CCCC2)cc2c1CCN(Cc1cccc(F)c1)C2,79*,12
O=C(COc1ccc(Cl)cc1)Nc1ncc(Cc2ccc(F)cc2)s1,4,-8
CC(C)(C)NC(=O)C1(c2ccc(NS(C)(=O)=O)cc2)CCCCC1,0,2
CCC1(CC)Cc2ccccc2C(C2=C(O)CCCC2=O)=N1,-3,6
CCc1ccc(C2CC(c3ccc(SC)cc3)n3nnnc3N2)cc1 (stereo not given),13,2
CCOc1cc(C(=O)Nc2cccc(N3CCCC3=O)c2)cc(OCC)c1OCC,5,-2
CC(=O)N1c2c(cc(Br)cc2S(=O)(=O)NCc2cccnc2)CC1C (stereo not given),1,-5
CCC1(C)Cc2ccccc2-c2c1c(=O)n(-c1ccc(C)cc1)c1nncn21 (stereo not given),14,4
Cc1ccc(O)c(C2NC(=O)c3c(sc4c3CCC(C(C)(C)C)C4)N2)c1 (stereo not given),7,-5
O=C(Oc1ccc2c(=O)c(-c3ccccc3)coc2c1)c1ccco1,-3,0
Cc1cccc(-c2nc(-c3cn(-c4ccccc4)nn3)no2)c1,-7,4
O=[N+]([O-])c1ccccc1S(=O)(=O)Nc1ccc(Cl)cc1Cl,4,2
CCCCNC(=O)c1c[nH]c2ccc(S(=O)(=O)Nc3cccc(C(F)(F)F)c3)cc2c1=O,5,-4
CC1(C)CCC(NC(=O)[C@@H](N)CCC(=O)O)CC1,·,12
Cc1cccc(-n2nc3c(c2NC(=O)CC2CCCCC2)CS(=O)C3)c1C (stereo not given),5,-2
COc1ccc(C(=O)N2CCc3nc4cc(-c5ccccc5Cl)[nH]n4c(=O)c3C2)cn1,10,2
Cc1nc2ccccc2n1Cc1ccccc1Cl,-2,5
COc1ccc(C2CC(c3ccc(I)cc3)Nc3nnnn32)cc1OC (stereo not given),34,-7
CC1CCN(CCCNC(=O)c2ccc(-c3nc(-c4ccccc4)no3)cc2)CC1,2,-11
COCCNC(=O)N1CCC2(CC1)Nc1cc(F)ccc1-n1cccc12,36,6
Cc1ccc(C2CC(c3c(F)cccc3Cl)n3ncnc3N2)cc1 (stereo not given),3,-1
COc1ccc(-c2noc(-c3ccc(Br)o3)n2)cc1OC,1,2
COc1cc(NC(=O)CN2C(=O)NC3(CCC(C)CC3)C2=O)cc(OC)c1OC (stereo not given),8,-6
COc1ccc(OC)c(NC(=O)CC23CC4CC(C2)CC(c2ccccc2)(C4)C3)c1,4,-4
O=[N+]([O-])c1ccc(S(=O)(=O)NN2CCOCC2)cc1,9,-4
COc1ccc2nc(N=Cc3nc(-c4ccc(C)cc4)oc3O)sc2c1,0,-2
CCn1cnnc1C1CCCN(C(=O)c2ccc(OC)nc2OC)C1 (stereo not given),-5,-4
CC1CN(C(=O)c2ccc(CNS(=O)(=O)c3cccc(Cl)c3)cc2)CC(C)O1 (stereo not given),-3,1
O=C(NC1CC1)c1cc2n(n1)CCCN(Cc1ccccc1)C2=O,-6,0
Cc1ccc(-n2cnc(N)c2C(=O)c2cccc([N+](=O)[O-])c2)cc1,-1,-4
O=C(Nc1ccccc1)Nc1nnc(CSCc2ccc(F)cc2)s1,-3,-2
CCc1nnc2ccc(-c3noc(Cc4ccc(Cl)cc4)n3)cn12,13,-3

# Brought forward from above: 6 entries, followed by the next part.
SMILES,mHTT CaM bind,Pf apPOL inh
CCn1cnnc1C1CCCN(C(=O)c2ccc(OC)nc2OC)C1 (stereo not given),-5,-4
CC1CN(C(=O)c2ccc(CNS(=O)(=O)c3cccc(Cl)c3)cc2)CC(C)O1 (stereo not given),-3,1
O=C(NC1CC1)c1cc2n(n1)CCCN(Cc1ccccc1)C2=O,-6,0
Cc1ccc(-n2cnc(N)c2C(=O)c2cccc([N+](=O)[O-])c2)cc1,-1,-4
O=C(Nc1ccccc1)Nc1nnc(CSCc2ccc(F)cc2)s1,-3,-2
CCc1nnc2ccc(-c3noc(Cc4ccc(Cl)cc4)n3)cn12,13,-3
O=c1cc(CN2CCCC2)c2c(ccc3ccccc32)o1,1,2
CC(O)(CNC(=O)C1(c2cccs2)CCCC1)c1ccc2c(c1)OCO2 (stereo not given),-9,-5
O=C(Cc1cccs1)N1CCC(c2nc(-c3ccccc3)no2)C1 (stereo not given),22,2
COc1ccc2c(=O)c(Oc3ccc(C(=O)Nc4cccnc4)cc3)coc2c1,-5,1
CC1CCc2nn(CC(=O)Nc3ccc(Cl)cc3)c(=O)cc2C1 (stereo not given),4,-4
COc1ccc(CCC(C)NCc2ccc(OC)cc2OC)cc1 (stereo not given),-6,11
Cc1nc(C(F)(F)F)ccc1C(=O)NN1CCOCC1,·,0
Cc1ccc(Cl)cc1NC(=O)CC(C)c1ccccc1 (stereo not given),-19,-9
COCOCCn1cc(CN2CCS(=O)(=O)N(Cc3ccc(-c4cccc(CO)c4)cc3)C(CC(C)C)C2=O)nn1 (stereo not given),40,-4
COc1ccc(Br)c(C(=O)NC2CC(O)C(CO)C2)c1 (stereo not given),0,-2
Cn1c(=O)n(C(=O)c2ccccc2)c2cnc(-c3ccccc3)nc21,16,-7
CCCn1nc(-c2nc(-c3cccc(Cl)c3)no2)ccc1=O,-13,-3
O=c1[nH]c2c(c(=O)[nH]1)C(c1cc([N+](=O)[O-])ccc1N1CCOCC1)O2 (stereo not given),3,1
COc1ccc(/C=c2\sc3n(c2=O)CN(c2cccc(F)c2)CN=3)cc1,6,2
